Screens deposited in PubChem BioAssay by Sanford-Burnham Center for Chemical Genomics.
SENP8 inh = SENP8 protease inhibition; purified SENP8, Z-RLRGG-aminoluciferin cleavage, luminescence; AID 2540; inhibition, % at 10 µM; hit rate 1.2% among 330,000
Target sequence (Q96LD8 whole entry, looked up): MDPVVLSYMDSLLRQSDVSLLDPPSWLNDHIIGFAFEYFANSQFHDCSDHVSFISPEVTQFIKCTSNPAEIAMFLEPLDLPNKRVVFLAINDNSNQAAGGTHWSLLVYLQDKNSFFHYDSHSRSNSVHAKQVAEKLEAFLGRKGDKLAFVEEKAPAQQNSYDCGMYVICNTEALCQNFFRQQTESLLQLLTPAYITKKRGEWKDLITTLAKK
HKDC1 inhibitor = HKDC1 (human) hexokinase inhibition | Q2TB90 | recombinant HKDC1, G6PDH/diaphorase resazurin coupled fluorescence | inhibition, % at 20 µM | hit rate 0.16% among 340,000 | AID 493160;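 active means inhibition above about 35% when tested at 20 µM, limit read from the data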;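 further: plate controls were DMSO wells with enzyme for no effect and DMSO wells lacking enzyme for full effect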
Target sequence (Q2TB90 whole entry, looked up): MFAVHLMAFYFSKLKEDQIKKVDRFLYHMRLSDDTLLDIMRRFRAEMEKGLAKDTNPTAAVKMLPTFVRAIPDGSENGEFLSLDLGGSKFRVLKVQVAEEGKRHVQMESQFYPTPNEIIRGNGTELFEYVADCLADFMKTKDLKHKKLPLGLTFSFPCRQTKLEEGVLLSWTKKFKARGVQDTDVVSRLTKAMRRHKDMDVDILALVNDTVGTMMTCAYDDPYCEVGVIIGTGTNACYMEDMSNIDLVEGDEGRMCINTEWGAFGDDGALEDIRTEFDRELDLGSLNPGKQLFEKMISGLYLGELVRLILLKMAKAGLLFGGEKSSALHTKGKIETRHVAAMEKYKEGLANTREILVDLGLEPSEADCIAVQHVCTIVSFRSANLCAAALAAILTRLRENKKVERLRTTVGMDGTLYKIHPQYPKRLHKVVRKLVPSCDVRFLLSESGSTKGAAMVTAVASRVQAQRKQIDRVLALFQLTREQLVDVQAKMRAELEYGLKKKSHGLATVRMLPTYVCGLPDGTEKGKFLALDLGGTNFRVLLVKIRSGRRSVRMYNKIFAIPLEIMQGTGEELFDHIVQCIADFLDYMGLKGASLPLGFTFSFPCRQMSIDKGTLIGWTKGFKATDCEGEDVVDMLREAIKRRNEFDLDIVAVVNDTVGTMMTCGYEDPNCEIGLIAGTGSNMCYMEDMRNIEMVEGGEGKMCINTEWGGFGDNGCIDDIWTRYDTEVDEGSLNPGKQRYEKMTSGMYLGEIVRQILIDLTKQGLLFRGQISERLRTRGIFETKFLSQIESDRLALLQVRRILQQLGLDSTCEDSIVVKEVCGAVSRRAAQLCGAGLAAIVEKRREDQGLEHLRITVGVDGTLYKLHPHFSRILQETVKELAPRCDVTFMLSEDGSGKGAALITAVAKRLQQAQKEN
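Test system: recombinant HKDC1 (HK5) hexokinase enzyme, produced in-house / Doses: 20 µM test compound, 1% DMSO / Timing: 90 min, room temperature / Detection: G6PDH/diaphorase-coupled fluorescence, 1 mM NADP, 100 µM resazurin, 525/613 nm / Control set: DMSO wells with and without enzyme mix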
Gli-Sufu antag = antagonists of Gli-Sufu signaling. Sufu-KO-LIGHT fibroblasts, Gli luciferase reporter luminescence. inhibition, % at 5 µM. hit rate 0.74% among 340,000;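 active means inhibition above about 55%, limit read from the data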;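 further: 0% = DMSO-treated cells and 100% = wells with medium but no cells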
Apaf-1 inh = blocks human Apaf-1 apoptosome activity; inhibition, % at 20 µM; reconstituted apoptosome caspase-3 activity, DEVD-Rh110 fluorescence; O14727; hit rate 0.71% among 330,000; active means inhibition of at least 40% at 20 µM;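 further: plate controls were DMSO wells for no effect and DEVD-CHO caspase inhibitor wells for full effect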
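detection = Rh110 fluorescence intensity | test system = biochemical Apaf-1 apoptosome reconstitution | also added = cytochrome c and DEVD-Rh110 substrate | schedule = 30 min plus 50 min, RT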
697 NFkB inh = inhibitors of the PMA/ionomycin-induced NF-kB reporter in 697 B cells; 697 B-cell NF-kB luciferase reporter, 16 h; inhibition, % at 4 µM; hit rate 0.33% among 330,000; in the data active means inhibition above about 35%
SENP7 block = blocks the human protease SENP7; Q9BQF6; recombinant SENP7, Z-RLRGG-aminoluciferin luminescence, 40 min; inhibition, % at 5 µM; hit rate 1.5% among 330,000; AID 434973;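 active means inhibition above about 50% at the single test dose, limit read from the data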;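 further: plate controls were DMSO with enzyme for no effect and no enzyme buffer wells for full effect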
UBC13 polyUb = blocks human UBC13 polyubiquitin chain formation. P61088. TR-FRET. inhibition, % at 20 µM. hit rate 0.47% among 330,000. AID 485273; in the data active means inhibition above about 45%, passing the limit was not always enough
Jurkat NFkB inh = inhibitors of the PMA/ionomycin-induced NF-kB reporter in Jurkat cells; PMA/ionomycin-induced NF-kB luciferase reporter, luminescence; hit rate 0.53% among 330,000; inhibition, % at 4 µM; AID 435003
The depositor's hits bear a star; nt = not tested or not shown. Unless noted, no stated cut-off is given here; in the data, active means inhibition above about 50%; inactive means the rest.

SMILES | SENP8 inh | HKDC1 inhibitor | Gli-Sufu antag | Apaf-1 inh | 697 NFkB inh | SENP7 block | UBC13 polyUb | Jurkat NFkB inh
C[C@@H](C(=O)NCCCCCC(=O)O)n1nnc2ccccc2c1=O | -5 | -7 | 2 | -5 | 29 | -3 | 2 | 1
COc1ccc(-c2nc(Cn3c(SCc4ccc(F)cc4)nc4ccncc43)c(C)o2)cc1OC | 10 | 0 | -14 | 14 | -9 | -3 | 21 | 8
COCCCNc1nc(-c2ccncc2)nc2ccccc12 | 0 | -2 | 6 | -6 | 22 | 11 | 6 | 5
CC1(C)C[C@H]2C3=CCC4[C@@]5(C)CC[C@H](O)[C@](C)(CO)C5CC[C@@]4(C)[C@]3(C)C[C@H]3O[C@@H]1[C@H](O)[C@]32CO (some centres not stated) | 10 | 1 | -31 | -6 | 11 | -7 | -2 | -17
COc1cc(-c2nc3ccc(C)cn3c2NCc2ccccc2)ccc1SC1CCCCC1 | 2 | 3 | 0 | 15 | 12 | -9 | 28 | 5
Cc1cc(-c2nn(-c3ccccc3F)cc2CN2CCC(C(N)=O)CC2)c(C)s1 | 1 | -4 | 2 | -15 | -10 | 11 | -6 | 1
O=C(CCN1C(=O)COc2ccccc21)N1CCN(c2ccccc2)CC1 | -4 | -2 | 3 | -3 | 14 | 0 | 15 | -3
CCOC(=O)c1sc(C(=O)OCC)c(OCCO)c1OCCO | -7 | 5 | 6 | 1 | 4 | -7 | -9 | 2
CC(C)C(NC(=O)c1ccc(C(C)(C)C)cc1)C(=O)NCCc1ccccn1 (configuration not stated) | -2 | -2 | 9 | -2 | -3 | -9 | -21 | -2
CC(C)=C1Cc2ccccc2C1=O | -4 | -14 | -3 | -9 | 10 | 3 | -1 | -3
CCC(C)Nc1nc(N)c([N+](=O)[O-])c(NCCO)n1 (configuration not stated) | 1 | -6 | -1 | 2 | -2 | -5 | 3 | 18
COCCCn1c(SCC(=O)OC2CCCCC2)nnc1-c1ccco1 | -1 | -3 | 1 | -18 | 11 | -3 | 12 | 9
Cc1ccccc1-n1c(=O)n(Cc2ccc(C(=O)O)cc2)c(=O)c2[nH]cnc21 | 8 | -4 | 7 | -5 | 8 | 3 | 6 | 5
O=C(NC1CCCCC1)C1CCCN(c2nnnn2-c2ccccc2)C1 (configuration not stated) | 6 | -10 | 3 | -11 | 16 | 8 | 1 | 7
Cc1c(Br)ccc(NC(=O)CCN2C(=O)C3C4CCC(C4)C3C2=O)c1C (configuration not stated) | -7 | -3 | -2 | 5 | -7 | -3 | -8 | -3
O=C(Nc1cccc(-c2nc3ccccc3o2)c1)c1cccnc1 | -2 | -2 | -12 | -10 | -7 | 1 | 7 | 2
O=C(NNc1c(Cl)cc(Cl)cc1Cl)C1CCC1 | 6 | 11 | -2 | 1 | 13 | 7 | 1 | -4
CCn1cc(C(=O)N[C@@H](CCSC)C(=O)NCCCO)c(=O)c2cc3c(cc21)OCO3 | -6 | -3 | -2 | -4 | 19 | 5 | 7 | 6
Cc1cc(O)c(C(C[N+](=O)[O-])c2ccc(Cl)cc2)c(=O)o1 (configuration not stated) | 3 | -1 | -4 | 1 | 18 | 1 | -6 | 13
CN(CC(=O)Nc1ccc2c(c1)OCCO2)Cc1nc2ccccc2c(=O)[nH]1 | -3 | -6 | -10 | -8 | 10 | -3 | 12 | 1
COc1cc(C2Nc3ccccc3C(=O)N2c2ccccc2OC)ccc1O (configuration not stated) | -11 | -1 | -7 | 7 | -22 | -2 | 6 | -12
O=C(NCCN1CCN(c2ccccc2)CC1)Nc1cccc(Br)c1 | 1 | -3 | 4 | 7 | -30 | 3 | 0 | -2
Cc1cc(=O)[nH]c2c(C)c(N)ccc12 | 4 | -6 | 2 | -7 | 2 | 1 | 9 | 10
CN1C(=O)/C(=C/c2cccc(Cl)c2)Sc2ccc(C(=O)NCc3cccnc3)cc21 | -4 | -1 | -2 | 3 | 7 | 6 | 2 | -10
COc1ccc(CN(C)C(=O)c2ccc(Cl)c(S(=O)(=O)NCc3cccnc3)c2)cc1F | 1 | 1 | 7 | 7 | -6 | 6 | 16 | -12
Cc1cccc(-c2noc(CN(C(=O)C(c3ccccc3)c3ccccc3)C(C)C)n2)c1 | 0 | 1 | -2 | 21 | -11 | 2 | 10 | -13
CCn1c(=O)n(CC)c2cc(N3CCCC3)c(NC(=O)c3ccccc3)cc21 | 4 | 2 | -4 | 13 | 3 | -6 | -6 | -7
Cc1cccc(NC(=O)C2CC(O)CN2C(=O)OCc2ccccc2)c1 (configuration not stated) | 3 | -7 | 0 | -12 | 10 | -4 | 0 | 3
CN(c1ccccc1)S(=O)(=O)c1cccc(C(=O)NCc2ccccc2)c1 | -6 | 2 | 4 | 5 | 10 | 2 | 11 | -6
CCCc1nnc(SCC(=O)N2CCCCC2C)n1CCCOC (configuration not stated) | 0 | -4 | -1 | 1 | -32 | 9 | -4 | -4
O=C(CSc1ccc2ccccc2n1)c1ccc2c(c1)OCO2 | -11 | -3 | -48 | -5 | -54 | -5 | 3 | -35
COc1ccc(C(CC(=O)O)NC(=O)COc2ccc(C)cc2)cc1OC (configuration not stated) | -1 | -4 | 4 | 2 | 24 | 2 | 7 | 9
O=S(=O)(c1ccccc1)c1nc(-c2cccc(Cl)c2)oc1N1CCOCC1 | -1 | 1 | 8 | 22 | 9 | -4 | 0 | 2
CC(=O)N1CC(=O)N(OCc2ccccc2)C1c1ccc(Cl)cc1Cl (configuration not stated) | -5 | -9 | 8 | -2 | -22 | -6 | 0 | -32
CC(C)(C)c1ccc(COc2ccsc2C(=O)O)cc1 | -10 | -4 | 3 | -13 | -32 | -2 | 4 | -1
Cc1cccc(Cn2c(=O)n(Cc3ccco3)c(=O)c3ccccc32)c1 | 2 | 5 | 10 | 18 | -28 | -6 | 26 | -7
Cc1ccc(C2=NS(=O)(=O)N(C)C(C(=O)Nc3ccc(F)cc3F)=C2)cc1 | -3 | -1 | 7 | 15 | 8 | -5 | 1 | -3
N#Cc1c(NC(=O)c2cccnc2)sc2c1CCC2 | -5 | -3 | -12 | 8 | -49 | 7 | -12 | -4
COc1cc(NC(=O)Cc2ccccc2)nc(OC)n1 | -5 | -5 | 0 | 1 | 6 | 0 | 3 | -5
COC(=O)c1ccc(N2C(=O)CC(Sc3n[nH]c(C)n3)C2=O)cc1 (configuration not stated) | 1 | -3 | 0 | 7 | 9 | -5 | 33 | 3
CCCCN(C(=O)CSc1cc(C)c2ccccc2n1)c1c(N)n(Cc2ccccc2)c(=O)[nH]c1=O | -1 | 1 | 4 | -1 | 6 | 6 | 9 | 4
CC(=O)c1c(C)n(C)c2ccc(O)cc12 | -5 | 7 | 2 | 4 | 16 | -1 | 2 | 12
CCSc1n[nH]c2nc3c(c(=O)n12)C1(CCCC1)Cc1ccccc1-3 | -4 | 0 | -28 | 15 | 0 | -4 | 2 | -18
O=C(NCC1COc2ccccc2O1)c1cc(S(=O)(=O)N2CCOCC2)ccc1F (configuration not stated) | 7 | -7 | -4 | 10 | -4 | 12 | 8 | -4
COc1ccccc1/C=C(\C)C(=O)c1c(C)cc(C)[nH]c1=O | 4 | 2 | 4 | 4 | 20 | 1 | 1 | 4
O=C(Nc1ccccn1)c1ccc(Cl)c(S(=O)(=O)N2CCc3ccccc32)c1 | -4 | 3 | 3 | 16 | -53 | -1 | -7 | 3
COc1ccc2[nH]c(CN3CCC(n4nccc4NC(=O)C4CC4)CC3)c(C)c2c1 | -1 | 1 | 17 | 2 | -2 | -3 | 6 | 5
COc1cc(C(C)=O)ccc1COc1ccc(C(=O)OCC(N)=O)cc1OC | -4 | -7 | 0 | -8 | -9 | -4 | 5 | -1
O=C(NNC(=S)NCc1ccc(Cl)cc1)c1cccnc1 | -4 | 1 | 2 | 0 | 7 | 7 | 1 | 2
CCN(C(=O)CSc1nc(-c2ccccc2)cn1N)c1c(N)n(Cc2ccccc2)c(=O)[nH]c1=O | -23 | -8 | -11 | 8 | -1 | -9 | -8 | -11
Oc1oc(-c2ccc(Br)cc2)nc1C=Nc1ccc(Br)cn1 | 3 | -14 | -1 | -14 | -5 | 3 | -6 | -11
CCOC(=O)c1ccccc1NC(=O)COC(=O)CSCC(=O)Nc1cc(C)on1 | -6 | -6 | 2 | 8 | 6 | -5 | -2 | 12
S=c1[nH]nc(CCCc2n[nH]c(=S)o2)o1 | 1 | -2 | 2 | -10 | 11 | -2 | 1 | -5
COc1cc(OC)c(C(=O)Nc2ccc(S(=O)(=O)Nc3ncccn3)cc2)cc1OC | 0 | -7 | 1 | -23 | 15 | 7 | 14 | -1
Cc1cccc(NC(=O)C(=O)N/N=C/c2ccncc2)c1 | 2 | -6 | -1 | -12 | 20 | 1 | 11 | 3
O=C(COC(=O)CCC1CCCC1)Nc1ccc(F)cc1 | -14 | -1 | 6 | 7 | 13 | 4 | 3 | 3
Cc1ccc(S(=O)(=O)N2CCOCC2)cc1C(=O)OCC(=O)NC1CCCC(C)C1C (configuration not stated) | 1 | -4 | 3 | -11 | 0 | 2 | 4 | 10
Cc1cccc(CCN2C(N(C)C)=NC[C@@H]2CC(C)C)c1 | -1 | 3 | 54 | -6 | -13 | 0 | 4 | 0
O=C(NC(=S)Nc1ccc(N2CCOCC2)cc1)c1cccc([N+](=O)[O-])c1 | -1 | -10 | -32 | 10 | -1 | -1 | 4 | 3
CCOC(=O)c1c(NC(=O)CSc2nnc(CNc3ccc(F)cc3)o2)sc(C)c1C | 5 | 5 | 5 | 22 | -8 | 15 | -2 | -10

Next section, overlapping the part above by 2 compounds.
SMILES | SENP8 inh | HKDC1 inhibitor | Gli-Sufu antag | Apaf-1 inh | 697 NFkB inh | SENP7 block | UBC13 polyUb | Jurkat NFkB inh
O=C(NC(=S)Nc1ccc(N2CCOCC2)cc1)c1cccc([N+](=O)[O-])c1 | -1 | -10 | -32 | 10 | -1 | -1 | 4 | 3
CCOC(=O)c1c(NC(=O)CSc2nnc(CNc3ccc(F)cc3)o2)sc(C)c1C | 5 | 5 | 5 | 22 | -8 | 15 | -2 | -10
Cc1ccc(C)c(S(=O)(=O)NCc2ccc3c(c2)OCO3)c1 | 10 | -4 | -10 | -8 | -6 | -2 | 5 | -6
O=C1CN(C(=O)COc2cccc(F)c2)c2ccccc2N1 | 2 | nt | nt | -9 | 22 | 2 | 2 | 2
O=C(Nc1ccnn1C1CCN(Cc2cccc(OCCO)c2)CC1)C1CCOC1 (configuration not stated) | 6 | -7 | 2 | -3 | 14 | -4 | 7 | -8
CCC(CC)NC(=O)CO/N=C/c1ccccc1OC(F)F | -1 | -9 | 3 | 6 | 15 | 7 | 1 | 10
COc1ccc(Cl)cc1S(=O)(=O)N(C)CC(=O)NCCCn1ccnc1 | 1 | -8 | 13 | 2 | -3 | -4 | 3 | 15
COc1cccc(NC(=O)COC(=O)c2nc(Cl)ccc2Cl)c1 | 2 | -1 | -5 | -7 | 2 | 7 | -14 | -1
O=C(CCNS(=O)(=O)c1ccccc1)NNC(=O)COc1ccc(Cl)cc1 | 5 | -4 | 4 | 3 | 9 | 8 | -1 | -12
O=C(N/N=C/c1cc(Cl)cc([N+](=O)[O-])c1O)c1cccc(S(=O)(=O)N2CCOCC2)c1 | 7 | -24 | -5 | 5 | 0 | 1 | -75 | 14

Of the compounds above, these have two or more sulfur atoms:
SMILES | SENP8 inh | HKDC1 inhibitor | Gli-Sufu antag | Apaf-1 inh | 697 NFkB inh | SENP7 block | UBC13 polyUb | Jurkat NFkB inh
S=c1[nH]nc(CCCc2n[nH]c(=S)o2)o1 | 1 | -2 | 2 | -10 | 11 | -2 | 1 | -5
CCOC(=O)c1c(NC(=O)CSc2nnc(CNc3ccc(F)cc3)o2)sc(C)c1C | 5 | 5 | 5 | 22 | -8 | 15 | -2 | -10

Limited to Gli-Sufu antag and Jurkat NFkB inh, for three of the compounds above:
smiles,Gli-Sufu antag,Jurkat NFkB inh
Cc1cc(-c2nn(-c3ccccc3F)cc2CN2CCC(C(N)=O)CC2)c(C)s1,2,1
Cc1ccccc1-n1c(=O)n(Cc2ccc(C(=O)O)cc2)c(=O)c2[nH]cnc21,7,5
COc1ccc(Cl)cc1S(=O)(=O)N(C)CC(=O)NCCCn1ccnc1,13,15
